Bioassay records: PubChem, Sanford-Burnham Center for Chemical Genomics
SENP6 inh = blocks the human protease SENP6 | Q9GZR1 | Recombinant SENP6 catalytic domain, aminoluciferin luminescence | inhibition, % at 10 µM | 1.8% of 330,000 active | AID 2599;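 active = inhibition above about 50% at the single tested dose, limit read from the data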;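 note: plate controls were DMSO wells with enzyme for no effect and DMSO wells lacking enzyme for full effect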
HKDC1 inhibitor = HKDC1 (human) hexokinase inhibition; Q2TB90; recombinant HKDC1, G6PDH/diaphorase resazurin coupled fluorescence; inhibition, % at 20 µM; 0.16% of 340,000 active; AID 493160;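 active = inhibition above about 35% when tested at 20 µM, limit read from the data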;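 note: plate controls were DMSO wells with enzyme for no effect and DMSO wells lacking enzyme for full effect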
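Material: recombinant HKDC1 hexokinase; Amount: HKDC1 at 5 µg/mL; Medium: Tris pH 8.0 buffer with MgCl2, Tween-20, BSA, BME; Schedule: 90 min reaction incubation at room temperature, dark; Technique: coupled resazurin fluorescence, excitation 525 nm, emission 613 nm.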
PfGluPho inh = PfG6PD (Plasmodium falciparum) enzyme inhibition; PfGluPho enzyme, NADPH resazurin-diaphorase fluorescence; inhibition, % at 20 µM; 0.78% of 350,000 active;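 active = inhibition reaching at least a set limit at 20 µM in the primary screen, cut at about 59% in these data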;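 note: 0% = DMSO wells with substrate and 100% = DMSO wells lacking glucose-6-phosphate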
SENP1 inh = SENP1 (human) catalytic domain inhibition; Q9P0U3; recombinant SENP1 catalytic domain, CyPet-SUMO1-YPet FRET cleavage; inhibition, % at 10 µM; 0.21% of 360,000 active; AID 624204;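 active = inhibition at least 30% at 10 µM, raw YFP signal under a set limit, fluorescence ratio 0.5 to 1.5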;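 note: 0% = enzyme with DMSO and 100% = no enzyme wells; some results filed as inactive read as strong as hits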
Target sequence (Q9P0U3 419-644 limits assumed): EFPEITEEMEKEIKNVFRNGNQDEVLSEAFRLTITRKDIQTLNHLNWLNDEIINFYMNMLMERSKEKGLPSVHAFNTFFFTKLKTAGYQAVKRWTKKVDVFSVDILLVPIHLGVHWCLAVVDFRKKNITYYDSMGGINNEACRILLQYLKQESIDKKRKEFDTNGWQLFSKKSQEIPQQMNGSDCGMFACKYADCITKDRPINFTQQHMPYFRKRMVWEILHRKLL
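Material: hSENP1 catalytic domain, recombinant; medium: Tris pH 8 with BME, BSA, NP40 and catalase; compound: single concentration of 10 µM compound, 0.5% DMSO final; technique: FRET read of cyan and yellow fluorescence; timing: 50 min enzyme reaction, room temperature, light-protected; reagent: SFCypet-SUMO1-SFYpet substrate at 25 nM; control set: no-enzyme low, enzyme-DMSO high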
SENP8 block-1 = SENP8 protease inhibition; Q96LD8; purified SENP8, Z-RLRGG-aminoluciferin cleavage, luminescence; inhibition, % at 10 µM; 1.2% of 330,000 active; AID 2540; in the data active = inhibition above about 50%
Target sequence (Q96LD8 whole entry, looked up): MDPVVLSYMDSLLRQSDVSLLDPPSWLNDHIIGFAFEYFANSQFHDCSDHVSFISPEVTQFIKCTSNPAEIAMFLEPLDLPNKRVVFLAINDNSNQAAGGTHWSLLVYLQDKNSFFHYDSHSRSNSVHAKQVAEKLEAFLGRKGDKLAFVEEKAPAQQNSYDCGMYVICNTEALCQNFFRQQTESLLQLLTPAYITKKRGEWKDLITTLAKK
UBC13 polyUb = human UBC13 polyubiquitination inhibition; P61088; UBC13 polyubiquitin chain formation, TR-FRET; inhibition, % at 20 µM; 0.47% of 330,000 active; in the data active = inhibition above about 45%, passing the limit was not always enough
Target sequence (P61088 whole entry, looked up): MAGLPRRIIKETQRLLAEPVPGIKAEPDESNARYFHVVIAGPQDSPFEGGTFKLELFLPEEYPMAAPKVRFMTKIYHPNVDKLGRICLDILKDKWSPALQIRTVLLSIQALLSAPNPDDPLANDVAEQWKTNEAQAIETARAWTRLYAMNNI
SENP8 block-2 = SENP8 (human) protease inhibition | recombinant SENP8, Nedd8 substrate fluorescence | inhibition, % at 20 µM | AID 602440 | Q96LD8 | 0.64% of 360,000 active; in the data active = inhibition mostly above about 40%, no sharp cut-off; inactive = mostly below about 27%
SENP7 inh = inhibitors of human SENP7 protease; recombinant SENP7, Z-RLRGG-aminoluciferin luminescence, 40 min; inhibition, % at 5 µM; 1.5% of 330,000 active; AID 434973;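 active = inhibition above about 50% at the single test dose, limit read from the data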;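 note: plate controls were DMSO with enzyme for no effect and no enzyme buffer wells for full effect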
Target sequence (Q9BQF6 706-1050 limits assumed): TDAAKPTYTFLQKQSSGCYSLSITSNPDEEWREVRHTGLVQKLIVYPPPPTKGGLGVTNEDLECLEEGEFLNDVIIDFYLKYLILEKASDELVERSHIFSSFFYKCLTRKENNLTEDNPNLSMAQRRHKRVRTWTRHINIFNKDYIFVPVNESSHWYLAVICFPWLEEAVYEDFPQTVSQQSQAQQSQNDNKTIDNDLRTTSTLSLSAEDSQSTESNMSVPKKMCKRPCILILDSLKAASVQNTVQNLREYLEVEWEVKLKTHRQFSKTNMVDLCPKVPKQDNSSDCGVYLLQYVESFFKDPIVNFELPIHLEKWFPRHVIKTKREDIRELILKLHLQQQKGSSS
beta cell repl = inducers of beta-cell replication in MIN6 cells; 0.29% of 330,000 active; MIN6 cells proliferation, ATPlite luminescence, 48 h; cells starved in 0.2% serum; 100% = growth in 10% serum; proliferation, % at 10 µM;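 active = compounds whose signal lies at least 3.5 SD above the mean of all wells on their plate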;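 note: 0% = DMSO-treated cells in low-serum medium and 100% = 10% serum control; some compounds called inactive have numbers as strong as hits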
Active calls of the source: *; x = no result given.

SMILES	SENP6 inh	HKDC1 inhibitor	PfGluPho inh	SENP1 inh	SENP8 block-1	UBC13 polyUb	SENP8 block-2	SENP7 inh	beta cell repl
COc1cc(S(=O)(=O)N(C)C2CCCCC2)c(C)cc1C	x	-4.0	-1.9	-0.3	x	x	1.6	x	x
CCC1(Cc2ccccc2)NC(=O)c2ccccc2O1 (stereo not drawn)	3.8	-1.5	0.3	2.5	-1.8	0.0	4.4	-4.0	-2.8
Cn1ncc(Br)c1C(=O)N1CCOCC1	-3.2	-9.6	-5.8	3.0	-5.9	19.0	8.0	6.9	-1.5
COc1ccc2nc3cccc(OC)c3nc2c1	72.6*	7.9	54.7	-12.6	28.3	-54.6	15.6	29.7	-4.6
Cc1ccc(S(=O)(=O)Nc2c(C)n(C)n(-c3ccccc3)c2=O)cc1C(=O)NCc1ccccn1	-11.7	-5.6	-6.0	2.7	-3.5	-16.5	3.9	-7.5	0.5
CCCc1nc(SCC(=O)Nc2cc(Cl)ccc2OC)c2c(=O)n(C)c(=O)n(C)c2n1	-8.4	x	x	x	2.9	4.2	x	3.7	1.5
CCOCC(=O)Nc1cccc(C(=O)OCC)c1	0.8	0.5	-7.3	0.8	-2.4	-6.1	14.5	-8.1	-2.4
Cc1ccc(C(=O)Nc2cccc(S(=O)(=O)N(C)c3ccccc3)c2)o1	0.1	-2.6	15.3	-0.4	-5.9	0.3	2.6	14.4	0.3
CCOC(=O)N1CCC(NS(=O)(=O)c2cc(Br)cnc2N)CC1	-2.7	-3.7	-0.6	-0.4	5.1	4.9	-60.8	4.5	2.3
Cc1ccc(NCCC(=O)c2ccccc2)cc1Cl	-0.5	2.1	5.6	-1.1	3.6	-4.6	14.3	1.9	-2.8
Cc1ccc(C(=O)OCc2cc(=O)n3c(C)csc3n2)s1	-4.0	-7.2	4.1	0.0	-16.1	4.6	-481.5	-4.4	0.9
CSc1ncccc1C(=O)OCC(=O)c1ccccc1	53.2*	-9.1	14.0	2.8	28.0	8.5	-0.7	33.8	-2.7
Cc1ccc(NC(=O)CN(C)S(=O)(=O)c2cccc3nsnc23)cc1	-13.1	1.3	5.4	2.7	-4.6	-3.1	27.2	-0.3	-1.5
O=C(NCCc1ccccn1)C1CCN(S(=O)(=O)c2ccc3ccccc3c2)CC1	6.1	-3.3	-18.3	1.5	-1.4	0.3	8.2	-1.6	0.2
O=C(Cc1ccccc1)N1CCC(c2nc(-c3ccc(F)cc3)no2)CC1	1.9	-11.2	9.0	2.1	10.0	-7.1	10.6	1.5	-5.2
Cc1cccc(N=C2NC(=O)/C(=C/c3cccn3C)S2)c1C	7.3	0.5	3.7	-32.6	-3.1	-12.2	19.1	4.1	-3.2
CC1(C)CC(=O)C=C(Nc2ccc(Br)cc2F)C1	10.2	3.6	-19.4	-1.0	-1.3	2.6	13.7	-2.7	-3.7
CCOC(=O)N1CCN(C(=O)c2c(-c3ccccc3)noc2C)CC1	-15.1	-4.0	-14.5	-0.3	9.5	0.9	8.5	1.8	-0.4
COc1ccc(C)cc1S(=O)(=O)N1CCC(C)CC1	-6.2	-5.1	8.8	2.6	3.8	1.6	22.0	4.0	1.3
CC(C)(C#N)NC(=O)c1ccco1	0.1	-8.4	-7.1	3.5	6.2	6.6	8.9	3.0	-1.0
CCOc1c(Br)cc(CNc2ccc(N3CCOCC3)cc2)cc1OC	19.1	5.1	57.4	0.1	4.3	1.0	6.1	5.3	-1.6
Cc1cc(C(=O)Cn2nc(C(=O)O)c3ccccc3c2=O)c(C)n1-c1cccc(C(F)(F)F)c1	-3.6	-0.9	8.2	1.1	-0.2	-3.5	8.4	3.7	-1.9
Cc1ccc(NC(=O)C(C)SCc2nc3sc4c(c3c(=O)[nH]2)CCCC4)nc1 (stereo not drawn)	4.2	0.5	11.1	4.2	7.0	-2.1	-173.5	2.3	0.4
O=C(Nn1cc(C(=O)Nc2ccc(F)cc2F)c2ccccc2c1=O)c1cnccn1	-3.0	-3.9	4.0	-0.3	-14.6	-18.6	11.5	2.8	-2.1
CSc1nc2sc(-c3ccccc3)cc2c(=O)n1N	94.6*	-0.7	-3.5	0.2	93.6*	-7.6	-111.0	97.9*	-4.8
Other entries
SMILES	SENP6 inh	HKDC1 inhibitor	PfGluPho inh	SENP1 inh	SENP8 block-1	UBC13 polyUb	SENP8 block-2	SENP7 inh	beta cell repl
Cc1ccc(S(=O)(=O)NCC(=O)N(c2ccccc2)C(C(=O)NCc2ccccc2)c2ccco2)cc1 (stereo not drawn)	-1.7	-0.7	-3.4	2.6	-8.0	-7.2	15.2	-0.2	-2.4
COc1ccc(Cl)cc1NC(=O)COC(=O)CCc1cc(OC)c(OC)c(OC)c1	-13.0	-1.4	14.6	2.0	-4.5	14.2	12.8	7.4	1.1
O=C(Nc1nnc(-c2ccc(Cl)cc2)o1)c1cccc(N2C(=O)CCC2=O)c1	12.1	-8.5	-23.7	2.6	0.3	-17.0	10.4	9.3	-2.5
CCN(C(=S)NCc1ccccc1)c1ccccc1	2.9	-5.1	-11.5	-1.5	8.2	-5.1	9.7	6.6	-0.3
O=C(c1cccc(-c2ccc(O)cc2)c1)N1CCOCC1	11.0	-1.2	-5.4	2.0	8.2	4.3	18.1	5.2	0.0
O=[N+]([O-])c1cc(C(F)(F)F)cc([N+](=O)[O-])c1N1CCCNCC1	-22.1	14.6	18.1	5.0	-6.2	-6.6	11.1	-2.4	-4.2
CCOc1ccc(CN(C)CC(O)COC(c2ccc(OC)cc2)c2ccc(OC)cc2)cc1 (stereo not drawn)	-9.8	-2.8	4.0	-0.6	-5.2	14.9	12.8	2.9	-7.3
Cc1cc(C)cc(N=C2NC(=O)/C(=C/c3cccs3)S2)c1	4.9	3.6	-25.2	1.0	-3.9	-5.7	22.5	3.6	-3.6
CC12CCC(=O)N1C(C(=O)Nc1nnc(SCc3ccccc3)s1)CS2 (stereo not drawn)	-4.4	0.6	-13.9	-3.5	-9.0	-8.0	11.5	-19.5	-6.1
CCOc1ccc(Cc2nc(-c3nonc3N)no2)cc1OCC	3.3	0.1	6.5	-4.1	-3.9	4.7	-4.1	0.9	1.2
NS(=O)(=O)c1ccc(NC(=O)CSc2nc3ccccc3c(=O)n2Cc2ccncc2)cc1	-6.6	-3.9	5.8	1.3	-12.5	4.2	-0.6	-6.5	0.1
COCCn1c(SCC(=O)Nc2nnc(C)s2)nnc1-c1ccco1	5.1	-7.2	-7.9	2.6	5.1	4.3	13.3	-2.1	-3.3
CS(=O)(=O)c1ccc(NC(=O)c2cc3c(cc2Cl)N2CCCCCC2=NS3(=O)=O)cc1	x	-3.2	-1.6	-2.4	x	x	-26.6	x	x
O=C(NC1CCCCC1)c1noc2c1CCCCC2	9.1	-2.3	4.7	-0.7	1.2	6.0	9.5	17.4	-1.9
COCCNC(=O)C(c1ccc(C)o1)N(C(=O)C(=O)NC1CCCCC1)c1ccc(F)cc1 (stereo not drawn)	-8.5	-3.9	-25.0	-6.5	2.7	7.2	-6.1	-3.7	-0.6
Cc1cc(NS(=O)(=O)c2ccc(NC(=O)/C=C/c3ccccc3Cl)cc2)no1	2.1	2.8	-23.9	0.0	1.3	-19.7	0.5	-9.8	-3.3
Cn1c(CCNC(=O)OC(C)(C)C)n[nH]c1=S	-6.1	1.6	10.5	-1.1	6.0	-0.6	17.7	2.6	-1.1
CC(C)NC(=O)Cn1c(=O)cnc2ccccc21	-13.4	5.7	-14.5	-0.2	-9.3	-3.7	-156.4	-12.0	-0.2
O=c1c2ccccc2nc(-c2ccccc2)n1O	8.1	0.7	-10.2	-1.0	7.1	4.5	16.7	-0.5	-1.8
CSc1ccc(NC(=O)N2CCC(C(=O)c3ccc(F)cc3)CC2)cc1	-6.8	2.5	-12.5	0.5	4.8	8.6	11.4	7.8	-2.6
O=C(Nc1cc(C(F)(F)F)ccc1N1CCOCC1)c1ccc[n+]([O-])c1	-6.0	-9.7	11.5	3.2	-2.2	-1.6	20.2	6.2	1.2
CC(=O)Nc1nc(SCCCc2ccccc2)n[nH]1	-6.7	1.9	-17.0	2.5	1.6	2.8	20.7	1.1	-1.6
COc1ccc2[nH]cc(CCNC(=O)Cc3ccc(Cl)cc3)c2c1	-10.3	-0.5	-6.2	-0.2	-4.5	41.1	4.3	4.0	-5.3
Cc1occc1-c1nnc(SCC(=O)Nc2ccc3c(c2)OCO3)n1CC1CCCO1 (stereo not drawn)	-2.3	6.2	-8.9	-0.1	4.1	3.8	9.8	1.4	-3.9
COc1ccccc1C(=O)COC(=O)CNS(=O)(=O)c1ccc(C)cc1	-7.9	-6.8	2.0	1.0	0.0	0.7	20.7	3.5	1.1

In the list so far, these contain a CF3 group.
SMILES	SENP6 inh	HKDC1 inhibitor	PfGluPho inh	SENP1 inh	SENP8 block-1	UBC13 polyUb	SENP8 block-2	SENP7 inh	beta cell repl
Cc1cc(C(=O)Cn2nc(C(=O)O)c3ccccc3c2=O)c(C)n1-c1cccc(C(F)(F)F)c1	-3.6	-0.9	8.2	1.1	-0.2	-3.5	8.4	3.7	-1.9
O=[N+]([O-])c1cc(C(F)(F)F)cc([N+](=O)[O-])c1N1CCCNCC1	-22.1	14.6	18.1	5.0	-6.2	-6.6	11.1	-2.4	-4.2
O=C(Nc1cc(C(F)(F)F)ccc1N1CCOCC1)c1ccc[n+]([O-])c1	-6.0	-9.7	11.5	3.2	-2.2	-1.6	20.2	6.2	1.2

Next part
SMILES	SENP6 inh	HKDC1 inhibitor	PfGluPho inh	SENP1 inh	SENP8 block-1	UBC13 polyUb	SENP8 block-2	SENP7 inh	beta cell repl
CCC(=O)c1ccc(OCC(=O)OCC(=O)c2cc(C)n(C3CC3)c2C)cc1	2.4	-2.1	7.2	0.9	3.4	0.7	13.4	1.8	-0.1
CCOc1cc(-c2noc(-c3cccnc3)n2)ccc1OC	-18.2	-1.6	5.4	-3.9	-3.0	3.8	4.0	3.8	-0.5
Cc1cccc(CCN(CC(=O)NC(C)(C)C)C(=O)c2csnn2)c1	7.0	-3.4	-2.8	-1.6	5.0	7.7	6.3	-10.3	2.4
CCCS(=O)(=O)N1CCCC(C(=O)NCCN2CCC(Cc3ccccc3)CC2)C1 (stereo not drawn)	-15.3	-8.5	-8.5	-1.1	-11.1	1.3	14.4	-7.8	-0.6
Cc1ccccc1C(=O)N1[C@@H](C(C)C)COc2cc(Br)ccc2S1(=O)=O	x	2.9	10.1	-1.2	x	x	1.7	x	x
FC(F)(F)c1ccccc1NC(=S)N1CCc2ccccc2C1	-12.3	-0.3	0.4	5.4	-7.4	-0.4	11.1	3.8	-3.6
COc1ccc(CCC(=O)N2CCN(S(=O)(=O)c3cccc(Cl)c3)CC2)cc1	-5.4	1.8	-3.2	-0.5	-4.9	1.1	9.8	1.8	-2.1
Cc1ccc(C2NC(=O)NC3=C2CCc2ccccc23)cc1 (stereo not drawn)	33.2	7.5	9.7	-20.2	21.4	-9.6	-295.5	9.8	-2.5
O=C1Nc2ccccc2C(=O)C1(Cl)Cc1ccccc1 (stereo not drawn)	10.4	7.2	69.5*	1.1	-1.0	-1.1	-195.4	5.9	-3.8
CN(Cc1cccc(F)c1)C(=O)c1cccc(S(=O)(=O)N2CCN(Cc3ccccc3)CC2)c1	-4.8	6.7	-16.6	0.9	0.4	13.0	9.0	-5.5	-4.2
CCCn1nnnc1-c1cc(Cl)cc(Cl)c1	1.1	-12.4	-0.8	-0.8	-10.2	1.1	17.6	-6.1	-1.8
CCCCOc1ccc(S(=O)(=O)Nc2ccc(NC(C)=O)cc2)cc1	4.5	5.6	-13.8	0.6	-2.2	7.4	16.2	2.8	-3.0
